Screening data (PubChem BioAssay)
proCasp3 act: activators of human procaspase-3. P42574. recombinant procaspase-3 D3A, Ac-DEVD-pNA absorbance 405 nm. activation, % at 8.5 µM. 330,000 compounds, 0.11% hits. AID 463141;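 active = activation above the mean of all tested compounds plus 3 SD, cut at about 21% in these data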;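 note: 0% = DMSO alone and 100% = DMSO wells spiked with extra 5 µM PC-3 D3A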
Target sequence (P42574 whole entry D9A/D28A/D175A): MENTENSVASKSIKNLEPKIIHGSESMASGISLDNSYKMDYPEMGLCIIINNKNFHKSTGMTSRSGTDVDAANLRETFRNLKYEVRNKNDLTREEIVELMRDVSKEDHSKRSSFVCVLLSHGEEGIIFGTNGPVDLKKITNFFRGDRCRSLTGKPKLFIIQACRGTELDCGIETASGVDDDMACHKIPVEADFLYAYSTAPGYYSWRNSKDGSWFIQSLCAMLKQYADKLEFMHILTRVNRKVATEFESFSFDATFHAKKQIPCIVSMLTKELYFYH
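Test system: Procaspase-3 D3A mutant; medium: Zinc-free HEPES/NaCl buffer with 0.01% Triton X-100 at pH 7.4; reagent: DEVD-pNA substrate; doses: one concentration, 8.5 µM nominal, 0.8% DMSO; times: 1 h preincubation plus 2 h reaction at 25 °C; signal: Epi-absorbance at 405 nm of released p-nitroaniline, 0 and 120 min; replicates: singlicate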
PP5 primary: PP5 (human) phosphatase inhibition. P53041. purified PP5c, OMFP substrate fluorescence. inhibition, % at 6.7 µM. 320,000 compounds, 0.18% hits;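 active = inhibition above the campaign's mean inhibition across all tested compounds plus 3 SD, cut at about 9.5% in these data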;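 note: 0% = DMSO only and 100% = 100 µM cantharidin control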
core dimer inh: HCV core protein dimerization inhibition | TR-FRET GST/Flag-core106 dimerization, 1536-well | inhibition, % at 5 µM | 300,000 compounds, 0.33% hits;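 active = inhibition above the mean of all tested compounds plus 3 SD, set per screening campaign, cut at about 45% in these data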
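Material: GST/Flag-tagged HCV core106 proteins. Incubation: 4 h, 22.5 °C incubation. Read-out basis: inhibition (%) from 671 over 617 nm ratio. Measured by: TR-FRET, excitation 340 nm, emission 617 and 671 nm.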
PP1 counter: blocks human PP1-alpha phosphatase, a PP5 counter-screen; P62136; purified PP1alpha, OMFP fluorescence; inhibition, % at 6.7 µM; 320,000 compounds, 0.9% hits;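 active = inhibition above the mean inhibition of all tested compounds plus 3 SD, computed separately for each screening campaign, cut at about 15% in these data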
Target sequence (P62136 whole entry, looked up): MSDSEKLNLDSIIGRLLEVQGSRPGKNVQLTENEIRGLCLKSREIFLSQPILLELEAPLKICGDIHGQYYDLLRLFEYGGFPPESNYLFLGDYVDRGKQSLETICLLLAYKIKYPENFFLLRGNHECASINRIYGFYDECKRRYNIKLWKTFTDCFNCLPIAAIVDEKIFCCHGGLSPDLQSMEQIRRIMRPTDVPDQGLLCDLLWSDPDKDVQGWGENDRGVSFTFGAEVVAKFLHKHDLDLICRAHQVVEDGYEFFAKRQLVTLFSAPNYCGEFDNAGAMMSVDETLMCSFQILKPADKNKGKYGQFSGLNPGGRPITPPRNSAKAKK
TPT1 inhibitor: inhibitors of Candida albicans tRNA 2'-phosphotransferase TPT1; AID 1962; inhibition, % at 5 µM; recombinant caTPT1, FP RNA substrate dephosphorylation; 300,000 compounds, 0.81% hits;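 active = inhibition above the mean of all tested compounds plus 3 SD, set per screening campaign, cut at about 24% in these data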;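 note: plate controls were DMSO alone for no effect and ferristatin control at 100 nM for full effect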
CTSL1 counter: blocks F. hepatica cathepsin L1 in PFM18AAP counter-screen; 300,000 compounds, 0.49% hits; recombinant F. hepatica cathepsin L1, Z-Leu-Arg-MCA fluorescence; inhibition, % at 5.96 µM; AID 1906;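 active = inhibition above the mean of all tested compounds plus 3 SD, set per screening campaign, cut at about 17% in these data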;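 note: 0% = plate median of test compound wells and 100% = 1 µM Z-Phe-Ala-diazomethylketone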
GASC-1 inh: inhibitors of human GASC-1 (JMJD2C) demethylase; 330,000 compounds, 0.069% hits; AID 2099; Q9H3R0; GST-JMJD2C(1-420) H3K9me3 demethylation, DELFIA europium; inhibition, % at 2.35 µM;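 active = more than half of a compound's replicate wells show inhibition beyond 50%, single wells judged on their own value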;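 note: signal counts dimethyl H3K9 product captured on neutravidin plate; 0% = median of DMSO wells and 100% = 0.3 times that DMSO median; strong numbers were not always called active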
Target sequence (Q9H3R0 1-420 limits assumed): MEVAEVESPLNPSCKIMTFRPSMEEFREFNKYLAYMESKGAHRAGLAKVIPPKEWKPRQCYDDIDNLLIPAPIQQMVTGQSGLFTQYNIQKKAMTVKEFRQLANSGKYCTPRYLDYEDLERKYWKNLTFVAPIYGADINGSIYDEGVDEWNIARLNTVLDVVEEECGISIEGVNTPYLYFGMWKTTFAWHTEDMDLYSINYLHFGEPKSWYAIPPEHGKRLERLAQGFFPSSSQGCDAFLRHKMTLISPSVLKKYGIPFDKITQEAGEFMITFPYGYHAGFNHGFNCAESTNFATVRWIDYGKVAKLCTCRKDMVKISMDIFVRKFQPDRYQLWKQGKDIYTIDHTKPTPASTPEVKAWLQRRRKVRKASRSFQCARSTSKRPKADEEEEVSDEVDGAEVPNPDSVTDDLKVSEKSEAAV
Efflux pump mplx: blocks antifungal efflux pumps in multiplex yeast assay. S. cerevisiae Candida pump triplex, Nile Red efflux. inhibition, % at 10 µM. 330,000 compounds, 0.44% hits;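 active = plate passing quality check with inhibition over a set limit, or well fluorescence over plate mean plus 4 SD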;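 note: Nile Red retained in pooled yeast measured as flow cytometry median fluorescence; 0% = buffer negative control and 100% = Enniatin B positive control; higher means more Nile Red kept so more efflux inhibition; some compounds called inactive have numbers as strong as hits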
proCasp7 act: counter-screen: procaspase-7 (human) activation. P55210. recombinant procaspase-7, Ac-DEVD-pNA absorbance 405 nm; D23A/D198A/D206A triple mutant, cannot self-cleave; scale: DMSO 0, 5 µM enzyme 100. activation, % at 8.5 µM. 330,000 compounds, 0.093% hits;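 active = percent activation above the screen-wide mean plus 3 SD, cut at about 25% in these data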
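Assay system: Uncleavable procaspase-7 mutant enzyme / Input: 2 µM procaspase-7 mutant as dispensed / Dosing: single nominal 8.5 µM compound dose, 0.8% DMSO final / Timing: 1 h enzyme–compound preincubation and 2 h substrate reaction, both 25 °C / Detection: p-Nitroaniline absorbance at 405 nm, read at 0 and 120 min / Replication: singlicate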
Starred values were filed as active, the others as inactive; · = not tested or not shown.

SMILES	proCasp3 act	PP5 primary	core dimer inh	PP1 counter	TPT1 inhibitor	CTSL1 counter	GASC-1 inh	Efflux pump mplx	proCasp7 act
O=C(CSc1ccc2ccccc2c1)Nc1nc2ccccc2[nH]1	10	0.8	2	8	-2	-1	0	-0.2	-1
NC(=O)C1CCN(C(=O)c2ccc(Oc3ccccc3)cc2)CC1	-2	1.3	-3	-1	-4	4	-7	-0.2	1
COc1ccc(OCC(=O)N2CCN(c3cccc(C(F)(F)F)c3)CC2)cc1	-4	3.7	22	1	2	-2	-4	0.1	2
CCOc1ccc(C(=S)N2CCN(C)CC2)cc1	-1	-0.3	5	-1	0	-2	5	-0.1	-9
COc1ccc(/C=C2/NC(=O)N(Cc3ccccc3F)C2=O)cc1OC	5	0.6	-2	-3	-4	3	-1	-0.1	11
CCn1c(/C=N/n2cnnc2)nc2ccccc21	0	-1.9	-4	-2	-1	1	-8	0.0	2
O=CC(=O)c1ccccc1	3	-1.4	·	-3	·	·	-5	0.2	-1
N#C/C(=C/c1ccc(N2CCCCC2)o1)C(=O)NCCc1c[nH]c2ccccc12	-9	-1.4	-23	0	178*	5	-10	-0.3	3
Cc1cccc(C)c1NC(=O)C1c2cccc[n+]2CC(=O)N1Cc1ccc2c(c1)OCO2 (stereo unspecified)	-4	2.4	1	-1	1	-1	3	0.2	-8
COc1cc(/C=N/n2nnnc2N)ccc1O	0	2.0	-2	-2	1	1	2	0.0	-4
O=C(O)CCC(=O)Nc1ccc(S(=O)(=O)c2ccc(NC(=O)CCC(=O)O)cc2)cc1	-4	4.6	-18	-2	-4	-5	-2	-0.2	6
CNc1ccc(C(=O)N2CCN(S(=O)(=O)c3ccc4c(c3)OCCCO4)CC2)cc1[N+](=O)[O-]	-4	0.2	12	3	-1	2	-11	-0.2	0
Cn1cc(-c2nnnn2-c2cccc(C(F)(F)F)c2)c(C(F)(F)F)n1	1	3.9	2	-6	3	6	5	-0.1	12
COc1ccc(NC(=O)CN(C)C(=O)CCNC(=O)c2ccccc2OC)cc1	-2	-0.9	3	-2	1	-4	3	0.1	-2
COc1ccc(-c2csc(Nc3ccc(O)cc3)n2)cc1	-6	3.5	-18	-1	-3	2	11	0.1	-8
Nc1ncnc2nc(SCCC(=O)O)[nH]c12	0	-0.1	-2	-3	-1	-3	-5	0.0	-4
O=C(Cn1c(C(=O)NCc2ccco2)cc2sccc21)c1ccccc1	4	0.1	4	0	2	1	2	0.1	5
COc1ccc(CSc2ncn[nH]2)cc1[N+](=O)[O-]	3	-1.5	-3	-2	0	-1	-1	0.0	5
O=C(NC(C(=O)O)c1ccccc1)c1ccccc1 (stereo unspecified)	4	-2.1	-4	-3	-7	2	5	-0.1	0
Cc1ccc(S(=O)(=O)NC(=O)c2cc(C)n(CCCN3CCOCC3)c2C)cc1	3	1.0	1	-1	-3	4	-4	-0.2	-7
O=C1NN(c2cccc(Br)c2)C(=O)/C1=C\c1ccccc1	-4	4.6	-3	3	-1	-1	-4	-0.3	-2
CCCCOc1ccc(-c2cc(C(F)(F)F)c(C#N)c(SCC(=O)O)n2)cc1	-3	-0.2	2	-3	-2	4	10	0.1	1
COc1ccc2[nH]c3c(c2c1)[C@@H]1CCN2C(=O)CCC[C@H](C3)[C@H]12	4	-0.5	8	-3	-3	4	8	-0.1	6
COc1ccc(-c2noc(CNS(=O)(=O)c3ccc(NC(C)=O)cc3)n2)cc1	-1	0.6	-7	1	3	-3	-22	0.0	-2
CC(C)OP(=O)(OC(C)C)C(Nc1ccccc1)c1cccnc1 (stereo unspecified)	-8	-0.5	4	-1	0	4	-3	0.1	3

Next part; it opens with the 3 that closed the last part.
SMILES	proCasp3 act	PP5 primary	core dimer inh	PP1 counter	TPT1 inhibitor	CTSL1 counter	GASC-1 inh	Efflux pump mplx	proCasp7 act
COc1ccc2[nH]c3c(c2c1)[C@@H]1CCN2C(=O)CCC[C@H](C3)[C@H]12	4	-0.5	8	-3	-3	4	8	-0.1	6
COc1ccc(-c2noc(CNS(=O)(=O)c3ccc(NC(C)=O)cc3)n2)cc1	-1	0.6	-7	1	3	-3	-22	0.0	-2
CC(C)OP(=O)(OC(C)C)C(Nc1ccccc1)c1cccnc1 (stereo unspecified)	-8	-0.5	4	-1	0	4	-3	0.1	3
O=C(CCn1c(=S)[nH]c2ccccc2c1=O)NCC1CCCO1 (stereo unspecified)	11	2.1	-5	0	-1	1	-2	-0.2	4
COc1ccc(OCCCC(=O)NCC(C)C)cc1	-5	0.2	1	-2	1	-4	4	-0.2	0
CC(C)OC(=O)C[N+](C)(C)CCN1C(=O)C2C(c3ccccc3)C=CC(c3ccccc3)C2C1=O (stereo unspecified)	-1	0.4	-5	-4	-2	1	6	-0.3	4
Cc1nc(-c2ccc(Cl)cc2)sc1C1(C)CC(c2c(Cl)cccc2Cl)=NO1 (stereo unspecified)	-7	2.1	1	-3	0	-2	3	-0.2	-2
CCc1ccccc1OCC(=O)NNCC(=O)Nc1cccc(C#N)c1	7	1.3	·	-5	·	·	2	-0.1	3
CC(C)CNC(=O)CSc1ccc(S(=O)(=O)N2CCN(C)CC2)cn1	3	1.3	·	-2	·	·	-10	-0.2	-3
CSc1ccccc1NC(=O)c1c(C)noc1C	-8	-1.6	0	0	-1	-1	-2	-0.1	-4
Cc1ccc(C)c(NS(=O)(=O)c2ccc(NC(=O)c3ccco3)cc2)c1	-7	4.9	0	0	-1	-4	-1	0.1	-6
COc1ccc(OC)c2sc(N(CCN(C)C)C(=O)c3ccc4ccccc4c3)nc12	2	1.8	-7	-2	-2	-1	12	0.3	-4
N/C(COc1ccccc1)=N\NC(=O)c1cccnc1Oc1ccccc1	-4	2.9	-4	-4	-2	-2	-6	0.0	4
Cc1nn(-c2ccccc2)c2nc(-c3ccco3)cc(C(=O)O)c12	-8	0.9	14	-2	4	1	-1	-0.1	-8
CN1CCN(C(=S)Nc2ccc(Cl)cc2Cl)CC1	-2	1.5	-11	0	1	-4	-3	-0.1	-5
CCOCCc1nn2c(=O)cc(CSCC(=O)Nc3ccccc3)nc2s1	-6	-0.7	-2	4	-1	5	-30	0.1	-8
COc1cc(C(=O)Oc2cc(N)n(S(=O)(=O)c3ccccc3)n2)cc(OC)c1OC	-28	-2.0	-1	-2	2	4	5	-0.2	-26
CN(Cc1ccccc1)S(=O)(=O)c1ccc(Cl)c(C(=O)NCc2ccncc2)c1	8	-0.7	-7	-3	3	-3	-5	0.0	4
COC(=O)c1ccc(COc2cccc3c2CCN(Cc2cccc(C)c2)C3=O)o1	1	1.2	11	0	0	-1	6	0.2	-1
CCC(C)N1C(=S)SC(C)(C)C1N(O)C(=O)NC1CCCCC1 (stereo unspecified)	12	0.3	-8	-1	-1	0	10	-0.3	1
COc1cc(/C=C2\SC(=Nc3ccccc3OC)NC2=O)ccc1O	1	2.5	-8	6	14	3	-4	0.6*	-10
COCCCNC(=S)N(Cc1ccccc1)Cc1ccccc1	-5	3.2	1	-3	5	0	0	0.1	6
Cc1ccc(S(=O)(=O)CC(=O)Nc2cc(C)on2)cc1	4	0.3	-4	-2	1	3	-4	-0.2	0
CCOC(=O)CSc1cc(C)c(C#N)c2nc3ccccc3n12	1	1.3	-20	2	-3	0	-21	-0.1	-8
CCOC(=O)c1nc(-c2ccccc2)oc1N1CCOCC1	7	4.6	-10	-3	1	3	-17	-0.2	0
Cc1ccc(-c2cc(C(=O)N3CC4(C)CC3CC(C)(C)C4)no2)cc1 (stereo unspecified)	3	2.7	0	-3	-1	-1	-1	0.8	-5
CC1CCN(S(=O)(=O)c2cccc(C(=O)Nc3ccccc3)c2)CC1	-10	0.3	3	3	4	-11	0	0.2	7
c1ccc(C2CC(c3cccs3)n3nnnc3N2)cc1 (stereo unspecified)	5	1.5	-3	-1	-2	-1	-5	-0.1	10
SMILES	proCasp3 act	PP5 primary	core dimer inh	PP1 counter	TPT1 inhibitor	CTSL1 counter	GASC-1 inh	Efflux pump mplx	proCasp7 act
Cc1ccccc1C1=N/C(=C/c2cccs2)C(=O)O1	-6	2.5	10	4	2	-1	-2	-0.1	8
O=C(COC(=O)Cc1ccc(S(=O)(=O)N2CCOCC2)s1)Nc1ccc(F)cc1F	0	·	·	·	·	·	-5	0.0	-10
CCCC(=O)Nc1ccc2c(c1)nc(CCNC(=O)c1ccco1)n2C	-7	2.9	-7	-5	-2	0	8	-0.1	-1
C[C@@]12C(=O)N(c3ccccc3)C(=O)N1[C@@H]1c3ccccc3OC[C@@H]1[C@H]2c1ccccc1	0	·	·	·	·	·	-2	-0.1	6
COc1ccc(NS(=O)(=O)c2ccc3c(c2)Cc2ccccc2-3)cn1	-6	4.2	3	4	-2	2	5	-0.1	16
CCOC(=O)c1cccc(NC(=O)/C=C/c2ccc([N+](=O)[O-])cc2)c1	-9	3.7	-4	0	-2	-2	18	-0.2	0
CCCCN(CC)CCCNC(=O)C1CCN(c2ncnc3c2sc2cccc(F)c23)CC1	0	-1.2	-4	-1	-3	4	18	-0.1	0
CN1CCN(c2ccc(NC(=S)NC(=O)c3cccc4c(Br)cccc34)cc2)CC1	-3	1.1	-4	2	-2	-1	0	0.3	3
O=C(NCc1ccc(Cl)cc1)c1ccc(Cl)cc1[N+](=O)[O-]	0	1.1	-3	-4	1	-3	50	0.1	2
CC(=O)[C@@]1(O)[C@H](C)CC2C3CC=C4CC(OP(=O)(O)O)CC[C@]4(C)C3CC[C@@]21C (stereo partly specified)	-2	3.6	-6	7	1	-4	3	0.2	2
CCCCCCc1ccc(N2C[C@H](Cc3ccccc3)[C@@H](CC(=O)NCc3ccc(OC)cc3)C2=O)cc1	1	2.7	6	-7	-2	2	-1	0.1	2
CN(C)C(=O)C1C2NC(=S)N(c3ccc(Cl)cc3)C1(C)Oc1ccc(Cl)cc12 (stereo unspecified)	-5	4.2	-14	11	1	-1	-3	0.2	-2
COc1ccccc1CCNC(=O)c1ccc(NC(=O)CC2SC(N3CCCC3)=NC2=O)cc1 (stereo unspecified)	-3	-0.3	0	-5	-4	4	-12	-0.1	-2
Cc1cccc(NC(=O)c2cc(=O)c3ccccc3o2)n1	6	-0.1	1	-2	1	-2	1	0.0	-4
O=C(CCCN1C(=O)/C(=C\c2cccc(Br)c2)SC1=S)Nc1cccnc1	-1	1.4	7	8	-1	3	1	0.6	-9
O=C(O)Cc1nc2nc3c(c(=O)n2[nH]1)CCCC3	4	0.3	1	-1	0	1	-14	-0.1	11
O=C(CCN1CCN(Cc2ccccc2)CC1)NNC(=O)c1cc2ccccc2o1	6	·	·	·	·	·	-1	0.0	3
COc1cc(NC(=O)c2ccccc2-c2ccccc2)cc(OC)c1OC	4	0.5	-3	3	-1	-4	1	0.1	5
CC(=O)N1CCc2cc(C(=O)CN3CCC(C)CC3)ccc21	2	0.3	30	3	2	3	2	-0.2	-11
